# Assay outcomes from PubChem BioAssay.
# PI4K2A block: qHTS for small molecular inhibitors of PI4K2A; Phosphatidylinositol 4-kinase type 2-alpha (Homo sapiens), Q9BTU6; purified PI4K2A, ADP-Glo luminescence, 1 h; stronger effect = lower value; activity change, negative = inhibition, % at 76.9 µM; 420,000 compounds, 0.13% hits; AID 1346378, 2018; in the data active = activity change below about -50%; inconclusive = mostly about -30% to -49%;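 note: -100% = wells without enzyme as full effect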
# Target sequence (Q9BTU6 whole entry, looked up): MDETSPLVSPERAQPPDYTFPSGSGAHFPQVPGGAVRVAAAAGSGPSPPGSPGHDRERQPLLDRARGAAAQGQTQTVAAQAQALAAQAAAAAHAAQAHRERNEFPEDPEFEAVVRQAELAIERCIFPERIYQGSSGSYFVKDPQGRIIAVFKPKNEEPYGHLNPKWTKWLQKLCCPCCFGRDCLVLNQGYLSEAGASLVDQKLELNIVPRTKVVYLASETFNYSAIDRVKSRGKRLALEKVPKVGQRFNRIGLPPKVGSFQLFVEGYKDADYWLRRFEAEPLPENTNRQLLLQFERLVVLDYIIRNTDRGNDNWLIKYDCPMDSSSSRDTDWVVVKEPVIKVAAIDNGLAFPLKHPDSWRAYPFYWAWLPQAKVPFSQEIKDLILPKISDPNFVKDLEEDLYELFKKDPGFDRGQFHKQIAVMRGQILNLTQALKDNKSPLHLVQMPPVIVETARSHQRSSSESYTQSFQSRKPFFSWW
#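 Compounds are screened against recombinant PI4K2A using PI as substrate and ATP, the latter dispensed at 300 microM. Reactions run one hour at ambient temperature before ADP-Glo detection; full inhibition defined by wells lacking enzyme.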
# GLS inhibitor: qHTS for Inhibitors of Glutaminase (GLS); Glutaminase kidney isoform, mitochondrial (Homo sapiens), O94925; GLS enzymatic activity, qHTS titration; Potency, µM (highest dose often 45.5 µM), for inactives: at the top dose activity change, negative = inhibition, most hits filed as inhibitors; 410,000 compounds, 0.21% hits; AID 624170, 2012; note: potency is the fitted concentration of half-maximal effect; % is set by controls: 0 for no effect and ±100 for the full control effect
#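 hKGA in 45 mM KH2PO4 (pH 8.2), 0.02% Tween-20 with compound, then 1mM L-Glutamine (stock as added) plus glutamate oxidase/HRP/Amplex red coupling mix. Fluorescence read initially and after 30 min at RT; signal change reflects glutamate formation.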
# PGK inhibitor: qHTS Assay to Find Inhibitors of Phosphoglycerate Kinase; 380,000 compounds, 0.043% hits; Phosphoglycerate kinase, glycosomal (Trypanosoma brucei brucei), P07378; Potency, µM (doses to about 57.5 µM), without a hit: at the highest dose activity change, negative = inhibition, most hits filed as inhibitors; PGK/GAPDH coupled, Kinase-Glo luminescence, 60 min; AID 602233, 2012; note: potency is the fitted concentration of half-maximal effect; % is set by controls: 0 for no effect and ±100 for the full control effect; nearly all actives have a fitted effect of over 60% in size
#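 Recombinant glycosomal PGK reaction used 1,3-bisphosphoglycerate generated in-well by GAPDH (100nM final) in 100mM TEA pH 7.6, 5mM MgCl2, 0.01% Tween-20. After 60 minutes at room temperature, ATP was read by Kinase-Glo Plus luminescence end-point.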
# JMJD2A Tudor inh: qHTS Assay for Inhibitors of JMJD2A-Tudor Domain; 390,000 compounds, 4.4% hits; AID 504339, 2011; Potency, µM (titrated, usually from 114 µM), for inactives: top-dose activity change, negative = inhibition, actives largely listed as inhibitors; AlphaScreen JMJD2A-Tudor / H3K4me3 peptide binding; Lysine-specific demethylase 4A (Homo sapiens), O75164; note: potency is the fitted concentration of half-maximal effect; % is set by controls: 0 for no effect and ±100 for the full control effect; nearly all actives have a fitted effect of over 50% in size
# POLH inh: qHTS for Inhibitors of Polymerase Eta; DNA polymerase eta (Homo sapiens), Q9Y253; recombinant Pol eta, fluorescent DNA replication assay; Potency, µM (titrated, usually from 114 µM), for inactives: top-dose activity change, negative = inhibition, hits mostly inhibitors; 390,000 compounds, 1.2% hits; note: potency is the fitted concentration of half-maximal effect; % is set by controls: 0 for no effect and ±100 for the full control effect
#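 Pol eta at 10 nM preincubated with compounds 15 min at room temperature; reaction started with fluorescent substrate (50 nM final) and read kinetically at 0 and 10 min.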
# G9a inh: qHTS Assay for Inhibitors of Histone Lysine Methyltransferase G9a; Histone-lysine N-methyltransferase EHMT2 (Homo sapiens), Q96KQ7; G9a H3K9 monomethylation, AlphaScreen, 2 h; Potency, µM (series often up to 102 µM), without a hit: top-dose activity, negative = inhibition, hits mostly inhibitors; 350,000 compounds, 8.8% hits; AID 504332, 2011; note: potency is the fitted concentration of half-maximal effect; % is set by controls: 0 for no effect and ±100 for the full control effect; nearly all actives have a fitted effect of over 75% in size
#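 Step 1: enzyme (final 20 nM) with compound, 15 min RT. Step 2: substrate peptide 500 nM and SAM 20 uM, 2 h RT. Step 3: anti-H3K9me1 antibody and AlphaScreen beads, 10 min, then plate read.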
# BAZ2B inh: qHTS Assay for Inhibitors of BAZ2B; Bromodomain adjacent to zinc finger domain protein 2B (Homo sapiens), Q9UIF8; AlphaScreen BAZ2B-H3K14Ac peptide displacement; Potency, µM (series often up to 114 µM), for inactives: top-dose activity change, negative = inhibition, usual class: inhibitors; 360,000 compounds, 4.4% hits; AID 504333, 2011; note: potency is the fitted concentration of half-maximal effect; % is set by controls: 0 for no effect and ±100 for the full control effect; nearly all actives have a fitted effect of over 60% in size
#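 BAZ2B 50 nM plus b-H3(5-23)K14Ac 50 nM, PBS pH 7.4/0.01% Tween-20, 30 min RT; compound added (max 110 uM), 30 min RT; streptavidin donor/Ni-chelate acceptor beads 10 ug/mL final, 20 min dark; AlphaScreen read.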
# Pin1 inh: qHTS Assay to Find Inhibitors of Pin1; Peptidyl-prolyl cis-trans isomerase NIMA-interacting 1 (Homo sapiens), Q13526; Pin1 FP peptide displacement, HiFluor488, 10 min; Potency, µM (doses to about 115 µM), for the others: at the highest dose activity, negative = inhibition, hits mostly inhibitors; 390,000 compounds, 0.009% hits; AID 504891, 2011; active = well fitted inhibition curve with a large enough effect in the polarisation, with a control signal flat, not every such curve was filed as active; inconclusive = small, poorly fitted or top-dose-only effect, or effect the other way, or a change in a side signal; inactive = no such curve, though single readings can be large or run the other way; the % refers to the polarisation; note: potency is the fitted concentration of half-maximal effect; % is set by controls: 0 for no effect and ±100 for the full control effect
# Target sequence (Q13526 whole entry, looked up): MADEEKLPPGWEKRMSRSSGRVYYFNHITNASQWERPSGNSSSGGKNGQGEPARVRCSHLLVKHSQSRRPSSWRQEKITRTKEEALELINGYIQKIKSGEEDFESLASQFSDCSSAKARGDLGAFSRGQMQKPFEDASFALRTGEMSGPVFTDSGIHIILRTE
# HP1b binding inh: HTS for Inhibitors of HP1-beta Chromodomain Interactions with Methylated Histone Tails. Chromobox protein homolog 1 (Homo sapiens), P83916. AlphaScreen HP1-beta / biotin-H3K9me3 peptide binding. Potency, µM (doses to about 114 µM), for the others: top-dose activity change, negative = inhibition, usual class: inhibitors. 390,000 compounds, 0.56% hits; note: potency is the fitted concentration of half-maximal effect; nearly all actives have a fitted effect of over 70% in size; inactives centre near 23
# Target sequence (P83916 whole entry, looked up): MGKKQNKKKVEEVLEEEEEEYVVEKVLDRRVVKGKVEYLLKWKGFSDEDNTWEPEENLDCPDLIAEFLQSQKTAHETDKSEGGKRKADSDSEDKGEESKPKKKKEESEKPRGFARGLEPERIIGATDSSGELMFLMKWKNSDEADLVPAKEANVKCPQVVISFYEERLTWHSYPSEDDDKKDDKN
#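 Compound inhibition of the preformed complex between 50 nM HP1-beta and 50 nM biotinylated H3K9me3 peptide was read by AlphaScreen. Buffer was PBS pH 7.4 with 0.01% Tween-20. Incubations ran 30 min at room temperature, with 10 ug/mL donor/acceptor beads.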
# An asterisk follows results filed as active; i = inactive; ? = inconclusive; · = no result given; [ ] = another dose, or the depositor's remark. Unless noted, calls come from the whole dose curve; as a rule, active = well fitted curve in the direction sought with a large enough effect; inconclusive = small, poorly fitted or top-dose-only effect, or another doubt; inactive = no such curve, though single readings can be large; an effect the other way counts as inactive or inconclusive. Only part of the results is shown, so the mix of outcomes need not match the whole.
PI4K2A block | GLS inhibitor | PGK inhibitor | JMJD2A Tudor inh | POLH inh | G9a inh | BAZ2B inh | Pin1 inh | HP1b binding inh | structure
3.0 | ? | i | ? | -14.5% | 0.0%[12.7 µM] | -1.0% | -6.3% | -9.2% | O=C1NC(=O)C(c2cn(-c3ccccc3)nc2-c2ccc(F)cc2)N1 (stereo not given)
-17.8 | -2.2% | -4.4%[11.5 µM] | -26.8% | -9.8% | -21.7% | -6.6% | 27.2% | 36.1% | O=C(Nc1nc(-c2ccc3c(c2)OCCO3)cs1)c1ccc(S(=O)(=O)N2CCCCC2)cc1
-4.5 | 4.9% | -8.9% | ? | -20.5% | -73.1% | ? | -1.6% | 26.6% | CCc1nc(Nc2ccc3c(c2)OCCO3)c2oc3ccccc3c2n1
-21.4 | 0.0% | -4.6% | -12.0% | -14.7% | 3.16µM* | -7.3% | -13.5% | -20.7% | O=C(O)/C=C/C(=O)c1ccc2c(c1)NC(=O)CO2
1.4 | -4.4% | -5.4% | 0.7% | -18.5% | 8.0% | 3.0% | -2.5% | 22.5% | O=C(COc1ccccc1)Nc1ccc2c(c1)C(=O)N(CC1CCCO1)C2=O (stereo not given)
2.2 | ? | i | -19.4% | -2.1% | -0.8%[0.501 µM] | -9.0% | 0.0% | 24.6% | COc1cc(OC)cc(-c2c(-c3cccs3)c3cc(-c4cnc(OC)nc4)ccc3n2C)c1
2.3 | -12.5% | -9.8% | 4.5% | -17.2% | 6.6% | -11.9% | -2.6% | 57.4%[activator] | CN(Cc1ccon1)Cc1cn(C)nc1-c1cccc(Cl)c1
-5.4 | 30.3%[activator] | i | -9.3% | -5.3% | 10.5%[59 µM] | -1.7% | -0.7% | 24.2% | C/C(=N\O)C(C)(C)Nc1cccc(Br)c1
4.3 | 0.0% | i | 1.4% | -13.3% | 6.4%[59 µM] | -1.3% | 1.2% | 47.6%[activator] | CCC(O)(CC)C(=O)N/N=C/c1cc(Br)cc(Br)c1O
-0.7 | -1.1% | i | -15.8% | 1.4% | -2.4%[2.33 µM] | 15.5% | -5.0% | 39.3%[activator] | Cc1ccc(OCC(=O)Nc2ccc(Cl)cc2)c([N+](=O)[O-])n1
20.8 | 7.3% | -4.3% | 7.6% | -24.4% | -20.6% | -5.2% | 0.5% | 40.8%[activator] | CCN(CC)CCCC(C)NC(=O)c1cc(=O)c2ccccc2o1 (stereo not given)
-1.7 | -4.9% | 1.1% | · | -13.9% | · | · | · | · | CCCc1c(C(=O)N/N=C/c2ccc(OCc3ccccc3)cc2)nnn1-c1nonc1N
-13.7 | 9.0% | 4.2% | -13.5% | -1.2% | -39.8%[59 µM] | -25.0% | 23.3% | 9.0% | O=C(Cc1coc2ccc3ccccc3c12)Nc1nccs1
5.7 | 0.2% | i | -8.8% | -20.0% | -12.6%[59 µM] | -2.5% | -3.4% | 36.0% | O=C(c1cccs1)N(Cc1cccnc1)c1nc2ccc(F)cc2s1
9.3 | 11.3% | 0.8% | -14.4% | -15.5% | ? | · | -2.4% | 35.8% | CCOC(=O)c1ccc(NC(=S)NN2CCN(C)CC2)cc1
1.2 | 11.3% | 14.1% | -18.8% | -8.3% | · | · | -7.7% | 33.9% | CCOC(=O)N1CCN(C(=O)c2ccc(S(=O)(=O)Nc3ccc(C)cc3)cc2)CC1
2.9 | 1.1% | -1.2% | -22.6% | -2.6% | 2.0% | -3.2% | -6.4% | 24.3% | COC(=O)c1ccccc1S(=O)(=O)N1CCC(C(=O)OCC(=O)NCC(F)(F)F)CC1
-1.7 | 5.9% | -1.6% | -3.5% | -2.8% | · | · | -6.1% | 11.5% | COc1cccc(NC(=O)CN2C(=O)NC(C)(C3CC3)C2=O)c1 (stereo not given)
-29.2 | -28.3% | -5.8% | ? | ? | ? | -0.4% | 14.4% | -38.7% | C/C=C\C=C/C(=O)Nc1cccc(C2=NOC3(C2)C[C@H](C(N)=O)N(C(=O)CC)C3)c1 (stereo not given in full)
-6.9 | -1.1% | i | -3.8% | -11.6% | 3.2% | -3.8% | -6.7% | 35.8% | Cc1ccc(NC(=O)C2CCC2)cc1S(=O)(=O)N1CCCCCC1
0.6 | 2.8% | 2.2% | -1.0% | -16.7% | 79.6%[activator] | 2.7% | -1.3% | 37.5% | O=C(c1ccc(NS(=O)(=O)c2cccc(F)c2)cc1)N1CCCCC1
1.3 | -15.9% | 0.4% | -31.3% | -19.5% | · | ? | ? | 9.9% | Cc1c(S(=O)(=O)c2ccccn2)c(N)n(Cc2ccccc2Cl)c1C
-4.2 | -1.5% | -2.2% | 30.4% | -0.7% | · | 7.6% | 14.0% | 64.8%[activator] | CN(/N=C/c1ccc(Cl)cc1Cl)c1ncc(Cl)cc1C(F)(F)F
-1.6 | -5.1% | i | 25.1µM* | -14.1% | 35.5µM* | 12.6µM* | 2.4% | ? | COc1ccc(OC)c(-c2cc(C3CCN(c4ncccc4[N+](=O)[O-])CC3)[nH]n2)c1
6.2 | -3.4% | -9.9% | 5.6% | -6.7% | 6.7%[59 µM] | 7.2% | -9.3% | 45.1% | CCOCC(=O)Nc1cc(C(=O)OC)ccc1C(=O)OC
-13.0 | 2.4% | i | -36.0% | -3.7% | 13.8%[0.501 µM] | 6.3% | 23.4% | 29.9% | COc1cc(OC)cc(-c2c(-c3cccs3)c3cc(-c4ccc5cc[nH]c5c4)ccc3n2C)c1
4.0 | 2.3% | -3.2% | -17.6% | -12.1% | 4.3%[59 µM] | -2.8% | 0.7% | 34.4% | COc1ccc(OC)c(NC(=O)Cn2c(=O)oc3cc(S(=O)(=O)NCc4ccccc4)ccc32)c1
-4.1 | -2.9% | -9.4% | -7.4% | -11.9% | · | · | 6.8% | 51.3%[activator] | CCN(CC(=O)Nc1ccc2c(c1)OCCO2)C(=O)c1ccccc1Br
-0.7 | 13.6% | 7.8% | -14.1% | -19.1% | ? | ? | -9.1% | 58.6%[activator] | CCSc1nc2c(c(=O)[nH]1)C(C(C)C)C(C#N)=C(N)O2 (stereo not given)
2.0 | 3.5% | 0.1% | -1.4% | -3.0% | · | -8.1% | -8.5% | 11.2% | Cc1ccc(S(=O)(=O)N2CCCC2C(=O)NCc2ccc3c(c2)OCO3)cc1 (stereo not given)

# New compounds follow
PI4K2A block | GLS inhibitor | PGK inhibitor | JMJD2A Tudor inh | POLH inh | G9a inh | BAZ2B inh | Pin1 inh | HP1b binding inh | structure
6.9 | -1.7% | -1.6% | -34.5% | -13.3% | · | · | -1.1% | 18.8% | O=C(NCCOc1ccccc1)C1Nc2ccc(C(F)(F)F)cc2C2c3ccccc3CC12 (stereo not given)
-3.5 | 1.3% | -10.6% | -24.4% | ? | -13.1%[59 µM] | ? | -6.6% | 19.8% | CN(Cc1ccccc1)C(=O)CCNS(=O)(=O)c1ccc2c(c1)oc(=O)n2C
2.0 | -13.8% | -1.5% | -8.6% | -3.8% | -4.9%[59 µM] | 9.5% | -1.1% | 39.2% | C=CCc1cccc(/C=N/c2nc3ccccc3n2CC)c1O
3.0 | -6.5% | -1.2% | -12.1% | -19.8% | -4.1%[59 µM] | -9.5% | -2.5% | 31.7% | Cc1csc(-c2cnn(-c3ccccc3)c2NC(=O)c2cccc(C(F)(F)F)c2)n1
-1.3 | -11.0% | i | -8.4% | -5.7% | ? | -18.6% | 3.0% | 42.2%[activator] | O=C(Nc1nnc(-c2ccccc2F)s1)c1cccnc1
-1.7 | 17.4% | 4.2% | -3.7% | -18.5% | · | 0.3% | -9.9% | 21.5% | Cc1ccc(C(=O)Nc2cccc(N3C(=O)C4CCC(C)CC4C3=O)c2)cc1 (stereo not given)
0.3 | 34.2%[activator] | -0.3% | -32.4% | -17.6% | 50.1µM* | -28.8% | 0.3% | 3.3% | CN(C)c1ccc(NC(=O)CCN2CCN(c3ccccn3)CC2)cc1
2.4 | -1.7% | 4.6% | -7.7% | -5.5% | 0.4% | -3.5% | -0.7% | 40.5%[activator] | CCOc1ncccc1C(=O)OCc1cccc([N+](=O)[O-])c1
2.1 | -4.7% | -4.2% | 26.2% | -8.6% | 101.2%[activator][59 µM] | 1.1% | 8.6% | 63.1%[activator] | CSc1nc(-c2ccccc2)cc(C(F)(F)F)c1C#N
-6.2 | 0.0% | -3.5% | -17.5% | -6.2% | -24.2%[59 µM] | -23.4% | 7.7% | 32.6% | CCOc1ccc(CCNC(=O)CN2C(=O)COc3ccc(S(=O)(=O)N(CC)CC)cc32)cc1
1.4 | 3.3% | -0.4% | -13.9% | 4.7% | 13.0% | 9.2% | ? | 25.5% | Cc1cccc(-c2nnc(SCC#N)n2Cc2ccccc2)c1
10.7 | -11.3% | -0.2% | -7.6% | -14.4% | -7.7%[12.7 µM] | -15.1% | 0.6% | 43.0%[activator] | O=C(N/N=C1/CCS(=O)(=O)c2ccc(F)cc21)c1cccnc1
0.0 | 13.2% | -0.3% | -3.1% | -6.1% | · | -0.4% | 0.9% | 35.3%[activator] | O=C(CCCc1ccccc1)N=C1SC2CS(=O)(=O)CC2N1c1ccccc1 (stereo not given)
